Screening data from PubChem BioAssay.
FXIIa inh 1536: human FXIIa protease inhibitors, primary screen, biochemical, 1536-well; Coagulation factor XII (Homo sapiens), P00748; purified FXIIa, Boc-QGR-AMC fluorogenic substrate, 2 h; inhibition, % at 5 µM; 220,000 compounds, 0.3% hits; in the data active = inhibition above about 40%;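 note: 0% = enzyme with no compound and 100% = blank without enzyme; many of its hits are not listed in these tables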
Target sequence (P00748 20-372 limits assumed): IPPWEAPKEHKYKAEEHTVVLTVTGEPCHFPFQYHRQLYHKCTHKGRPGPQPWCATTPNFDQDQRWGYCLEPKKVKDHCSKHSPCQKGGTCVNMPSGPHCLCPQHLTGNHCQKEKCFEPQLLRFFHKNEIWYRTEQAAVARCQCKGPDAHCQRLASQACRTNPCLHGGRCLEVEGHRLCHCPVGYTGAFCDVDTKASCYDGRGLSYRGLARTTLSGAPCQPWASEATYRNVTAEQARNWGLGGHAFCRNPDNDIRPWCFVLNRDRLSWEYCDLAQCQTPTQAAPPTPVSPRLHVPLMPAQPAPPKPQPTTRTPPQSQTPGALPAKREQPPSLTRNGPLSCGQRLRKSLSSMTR
Target sequence (P00748 373-615 limits assumed): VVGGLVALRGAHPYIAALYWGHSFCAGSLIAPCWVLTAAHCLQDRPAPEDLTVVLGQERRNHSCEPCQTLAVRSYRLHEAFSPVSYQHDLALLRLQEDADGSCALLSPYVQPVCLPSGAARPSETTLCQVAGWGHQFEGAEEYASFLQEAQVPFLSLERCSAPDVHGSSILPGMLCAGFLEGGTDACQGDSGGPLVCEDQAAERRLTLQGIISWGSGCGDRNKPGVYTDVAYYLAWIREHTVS
Hck-Nef inh: inhibitors of Nef-activated human Hck kinase, primary screen, biochemical, Z-Lyte FRET, 384-well, Hck-YEEI; Tyrosine-protein kinase HCK (Homo sapiens), P08631; Recombinant Hck-YEEI plus Nef, Z-Lyte FRET kinase assay; inhibition, % at 20 µM; 220,000 compounds, 0.68% hits;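 active = Hck-Nef kinase inhibition above about 50%, limit read from the data; inactive = inhibition below that limit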;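 note: 0% = DMSO with Hck plus Nef and 100% = Hck alone without Nef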
Rad51 HR inh: human RAD51 strand exchange inhibitors, primary screen, biochemical, fluorescence | DNA repair protein RAD51 homolog 1 (Homo sapiens), Q06609 | hRad51 DNA strand exchange, fluorescence dequenching | inhibition, % at 10 µM | 200,000 compounds, 0.085% hits | AID 1385, 2008;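 active = inhibition above 40% at the single screening dose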;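 note: 0% = DMSO control wells and 100% = blanks with heterologous ssDNA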
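material = hRad51 filaments on single-stranded DNA | timing = filaments 15 min 37 °C, then compound 30 min | signal = FRET fluorescence dequenching, excitation 485 nm, emission 520 nm | benchmarks = control wells and blank wells on each plate | evaluation = percent inhibition relative to plate controls and blanks | compound = 10 µM final, single point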
TNF necrop inh: inhibitors of TNF-alpha triggered necroptosis, primary screen, cell-based, Jurkat FADD-/-, single concentration. Jurkat FADD-/- TNF necroptosis rescue, ATP luminescence, 24 h; 0 = TNF only, 100 = no-TNF cells. activation (protection from cell death), % at 10 µM. 220,000 compounds, 0.068% hits. AID 463075, 2010;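 active = activation, meaning protection from cell death, of at least 50% relative to plate controls; inactive = activation below 50%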;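 note: necroptosis triggered by 40 ng/mL TNF-alpha added together with compound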
FXIa inh: human FXIa protease inhibitors, primary screen, biochemical, 1536-well; purified FXIa, Boc-Glu-Ala-Arg-AMC fluorogenic substrate; inhibition, % at 5 µM; AID 798, 2007; 220,000 compounds, 0.14% hits;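 active = inhibition of at least 40%; inactive = inhibition below 40%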;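 note: fluorescence of freed AMC excited at 355 nm; 0% = enzyme without compound and 100% = no enzyme blank; many of its hits are not listed in these tables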
KLK5 inh: human KLK5 protease inhibitors, primary screen, biochemical, 1536-well; Kallikrein-5 (Homo sapiens), Q9Y337; recombinant hK5, fluorogenic AMC substrate cleavage; inhibition, % at 5 µM; 210,000 compounds, 0.59% hits; AID 873, 2007;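 active = inhibition of 40% or more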;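 note: 0% = enzyme controls without compound and 100% = no-enzyme blanks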
Target sequence (Q9Y337 67-293 limits assumed): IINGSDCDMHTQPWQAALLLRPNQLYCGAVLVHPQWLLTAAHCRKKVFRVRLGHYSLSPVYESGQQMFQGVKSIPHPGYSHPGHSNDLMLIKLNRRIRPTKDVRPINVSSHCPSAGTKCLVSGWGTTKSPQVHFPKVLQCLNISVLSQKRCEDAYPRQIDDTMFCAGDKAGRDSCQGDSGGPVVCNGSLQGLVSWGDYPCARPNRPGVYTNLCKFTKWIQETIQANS
thrombin 1536: human alpha-thrombin inhibitors, primary screen, counter-screen for coagulation protease inhibitor project, biochemical, 1536-well, fluorogenic AMC substrate; 220,000 compounds, 0.26% hits; inhibition, % at 5 µM; Prothrombin (Homo sapiens), P00734; AID 1046, 2008; Boc-VPR-AMC fluorogenic substrate cleavage;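 active = inhibition at or above 40%; inactive = inhibition below 40%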;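 note: 0% = enzyme with no compound and 100% = wells without enzyme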
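Material: human alpha-thrombin protein. Incubation: reaction at ambient temperature. Technique: fluorescence of released AMC, ex 355 nm, em 460 nm. Control set: no-compound enzyme wells and no-enzyme blanks. Also added: Boc-VPR-AMC substrate, 15 µM final. Buffer or medium: pH 7.5 Tris (50 mM) with NaCl 150 mM, Tween 20 0.05%.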
L929 necroptosis: inhibitors of zVAD-triggered necroptosis, primary screen, L929 cells. L929 zVAD necroptosis rescue, ATP luminescence, 24 h; with zVAD 60 µM. viability rescue, % at 10 µM. 220,000 compounds, 0.38% hits. AID 1377, 2008;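 active = activation, scaled between plate controls, above about 75%, limit read from the data; inactive = activation under that limit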;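 note: 0% = zVAD with DMSO and 100% = DMSO alone without zVAD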
Cl transport mod: KCC2 cotransporter modulators, thallium flux, primary screen, cell-based, HEK293 KCC2, FluoZin-2 fluorescence, MLSMR; 190,000 compounds, 2.2% hits; KCC2 cells, thallium flux FluoZin-2 fluorescence; B-score of Tl+ flux slope (higher = more flux/activation; lower = inhibition) at 10 µM; AID 1456, 2008;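 active = thallium flux slope and its plate-corrected score both differing from the plate sample mean at a set confidence after two filtering rounds, in either direction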;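 note: slope of fluorescence scaled to starting intensity during 10 to 20 s after thallium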
The depositor's hits bear a star; / = no result given. These rows are one share of the data. The share of hits here may be higher or lower than overall.

SMILES	FXIIa inh 1536	Hck-Nef inh	Rad51 HR inh	TNF necrop inh	FXIa inh	KLK5 inh	thrombin 1536	L929 necroptosis	Cl transport mod
COc1cccc(NC(=O)C(C)SCc2ccccc2)c1 (stereo not drawn)	5	16	0	0.6	1	2	-4	-1.0	-1
Cc1ccc(OCc2nnc(SCc3cc(=O)[nH]c4ccccc34)o2)cc1	13	2	0	-2.6	-1	3	1	-0.1	-0.37
CCOC(=O)c1cc(C#N)c(C)nc1N(CC)CC	2	14	12	3.5	2	-10	-8	-0.1	0.35
S=c1[nH]nc(-c2cc3c(s2)-c2ccccc2CC3)o1	-40	29	-2	-3.6	-22	-422	-27	0.6	95*
Cc1ccc(/C=N/n2c(=O)c(C(C)(C)C)nn3cnnc23)cc1	3	2	0	-2.1	-8	-3	-9	0.4	-0.49
CCOC(=O)c1cnn(CCOC(=O)c2cccc(F)c2)c1NC(=O)c1cccc(F)c1	16	-2	11	0.6	14	22	17	1.4	-0.38
CCCc1nc2ccccc2c(=O)n1/N=C/c1ccc(O)c(O)c1	23	8	-4	-6.1	4	27	-3	47	/
CC1CCCC(C)N1NC(=O)c1cccc(S(=O)(=O)N2CCc3ccccc32)c1 (stereo not drawn)	4	19	-18	1.6	-7	-12	-1	1.4	1.6
CC1(C)CC(=O)C(C2NCCc3ccccc32)=C(O)C1 (stereo not drawn)	7	-2	0	-0.3	1	1	2	0.9	1.2
COc1ccccc1NC(=O)CSc1nnc(CC(=O)Nc2ccccc2)n1C	-2	12	1	-1.2	-5	0	-6	-0.3	1.2
COc1cc(OC)cc(C(=O)NCC(=O)OCC(=O)c2ccc3c(c2)-c2ccccc2C3)c1	6	2	-2	1.7	-2	-9	-14	1.1	0.49
O=C(CCC(=O)N(Cc1ccco1)C(C(=O)NC1CCCC1)c1ccncc1)Nc1cccnc1 (stereo not drawn)	7	-1	-9	-2.7	-2	-5	-3	0.0	-0.59
COC(=O)CCC(=O)NC(=S)Nc1c(C)cccc1C	13	2	0	0.0	2	-11	-9	0.2	1.2
COC(=O)c1ccc(C(=O)OC)c(NC(=O)CN(C)Cc2cccc(Cl)c2Cl)c1	8	4	-2	2.0	7	-24	-3	0.7	-0.18
COc1cc2c(=O)n(Cc3ccco3)c(=O)n(CC(=O)c3cccc(Br)c3)c2cc1OC	12	4	4	3.8	7	-10	-4	-0.1	0.53
COC(=O)c1ccc(Nc2cc(C)nc(-c3ccccc3O)n2)cc1	7	-1	-4	5.0	4	-2	4	10	6.2*
CCOc1ccc(N=C(NC#N)SCC(=O)NC2CC2)cc1	16	-1	0	-1.5	2	-19	-6	0.0	0.47
Cc1ccc2nsnc2c1S(=O)(=O)N1CCCC1	-10	2	-1	-0.1	-6	-11	3	1.1	-0.17
CN(C)S(=O)(=O)c1ccc(C(=O)Nc2nnc(SCc3ccccc3)s2)cc1	-4	2	3	0.4	-12	-11	-8	0.3	-0.085
CC1CCN(C(=O)C2CCN(CC(C)c3ccccc3)CC2)CC1 (stereo not drawn)	3	7	2	-0.8	-1	-6	-2	-0.4	0.92
O=C(CC1C(=O)NCCN1Cc1c(F)cccc1Cl)NCCCn1ccnc1 (stereo not drawn)	4	16	7	-0.3	0	0	-12	0.3	0.28
O=C(NC1CCN(C(=S)NCCc2ccccc2)CC1)C1CCCCC1	1	-3	4	-0.5	-6	-19	0	2.6	0.014
c1ccc(Cc2nn3c(Cn4cnc5ccccc54)nnc3s2)cc1	-1	-10	-4	-5.3	-2	0	-7	-0.3	-0.51
Nc1nc(CSc2nc3ccccc3[nH]2)nc(N2CCOCC2)n1	3	1	-6	-0.9	-4	-15	-16	-0.2	-0.049
CC(=O)Nc1ccc(N2C(=O)c3cccc(NC(C)=O)c3C2=O)cc1	9	7	14	1.1	1	-6	1	/	0.079
Cn1cnnc1SCc1ccc(C(=O)N=Nc2c(O)n(C)c3ccccc23)cc1	2	6	15	-1.6	3	-6	0	0.7	-0.52
S=C1NC(c2ccccc2)=NCN1c1ccc(Br)cc1	-5	1	-5	-0.2	-10	-3	-6	0.8	0.68
CCOC(=O)CNC(=O)CSc1ncnc2c1nnn2-c1ccc(F)cc1	9	0	-3	-1.5	0	6	-1	-0.5	-0.53
CN(C(=O)CSc1nnc(-c2ccc(Cl)cc2)n1CC1CCCO1)C1CCS(=O)(=O)C1 (stereo not drawn)	4	3	22	-0.4	1	-3	-3	0.0	1.4
COc1ccc2c(c1OC)C(=O)N(c1ccc3c(c1)CCC3)C2=O	15	12	-1	-1.2	9	-11	1	1.0	-0.024
O=[N+]([O-])c1ccc(Oc2ccc(Oc3ccc(C(F)(F)F)cn3)cc2)nc1	0	5	9	-1.8	-2	-5	-7	0.2	-0.48
COc1ccc(-n2c(=S)[nH]c3cc(C(=O)NCc4ccco4)ccc3c2=O)c(OC)c1	10	-1	1	-2.4	-1	-2	0	-0.7	/
CCc1[nH]nc2c1C(C(C)C)C(C#N)=C(N)O2 (stereo not drawn)	8	/	-1	/	-1	-11	0	/	/
COc1ccc2nc(-c3ccc(N)cc3)[nH]c2c1	3	10	-4	-4.5	0	-9	-3	0.9	1.3
NC(=O)C1=C[C@@H](c2coc3ccccc3c2=O)C[C@@H](OCCCCO)O1	3	0	-9	-0.4	1	5	0	-0.2	0.47
CCCN1Cc2cccc(C(=O)NC(CC(=O)OCC)c3ccc(C)cc3)c2C1=O (stereo not drawn)	15	-4	/	-0.8	3	/	1	-0.7	-0.098
COc1ccc(CN(Cc2ccccn2)S(=O)(=O)c2ccc(-n3cnnn3)c(OC)c2)cc1	14	-1	-1	-4.6	5	-12	1	-0.5	-0.67
COc1ccc(-c2cnc(SCC(=O)Nc3nc(C(C)(C)C)cs3)n2Cc2ccco2)cc1	12	2	-14	0.5	1	-8	-2	0.6	-0.36
CCCCNC(=O)/C=C1\Sc2ccccc2NC1=O	8	5	1	2.1	0	-21	-1	1.0	-0.51
CC(NC(=O)C1CCC(CNc2c(N3CCCCC3)c(=O)c2=O)CC1)c1ccccc1 (stereo not drawn)	8	26	/	0.7	3	4	2	0.8	1.8
CC(C1CC2CCC1C2)n1c(-c2cccs2)n[nH]c1=S (stereo not drawn)	-2	-10	-7	0.9	-7	-2	-9	0.2	72*
CC(C)n1cnc2c(Nc3ccc(C(=O)O)cc3)nc(Cl)nc21	6	53*	-6	-3.2	1	3	-2	0.7	0.82
Cc1cc(Nc2c(C)n(C)n(-c3ccccc3)c2=O)c2ccccc2n1	19	4	0	0.0	11	-20	-6	1.1	0.02
O=C(CCNS(=O)(=O)c1ccc2c(c1)CCC(=O)N2)Nc1ccc2c(c1)OCCO2	1	2	-7	-0.2	-8	-4	-6	1.7	1.2
Cc1ccc(S(=O)(=O)N2CCCCC2)cc1NC(=O)COC(=O)c1c(F)cccc1F	7	-11	-5	-2.9	-1	2	-3	0.2	-0.067
COc1ccccc1/C=C/C(=O)NCC(=O)N/N=C/c1ccccc1	-4	11	4	0.0	-5	-6	-1	2.5	-1.6
CC(C)=CCC/C(C)=C/COc1ccc2ccc(=O)oc2c1	13	12	4	-1.4	-2	3	0	-0.4	0.47

Structural class, those above with an NH in an aromatic ring (7)
SMILES	FXIIa inh 1536	Hck-Nef inh	Rad51 HR inh	TNF necrop inh	FXIa inh	KLK5 inh	thrombin 1536	L929 necroptosis	Cl transport mod
Cc1ccc(OCc2nnc(SCc3cc(=O)[nH]c4ccccc34)o2)cc1	13	2	0	-2.6	-1	3	1	-0.1	-0.37
S=c1[nH]nc(-c2cc3c(s2)-c2ccccc2CC3)o1	-40	29	-2	-3.6	-22	-422	-27	0.6	95*
Nc1nc(CSc2nc3ccccc3[nH]2)nc(N2CCOCC2)n1	3	1	-6	-0.9	-4	-15	-16	-0.2	-0.049
COc1ccc(-n2c(=S)[nH]c3cc(C(=O)NCc4ccco4)ccc3c2=O)c(OC)c1	10	-1	1	-2.4	-1	-2	0	-0.7	/
CCc1[nH]nc2c1C(C(C)C)C(C#N)=C(N)O2 (stereo not drawn)	8	/	-1	/	-1	-11	0	/	/
COc1ccc2nc(-c3ccc(N)cc3)[nH]c2c1	3	10	-4	-4.5	0	-9	-3	0.9	1.3
CC(C1CC2CCC1C2)n1c(-c2cccs2)n[nH]c1=S (stereo not drawn)	-2	-10	-7	0.9	-7	-2	-9	0.2	72*
